SK-BR-3 tox 24h = SK-BR-3 proliferation inhibitors, primary screen, cell-based, human, 24 h. SK-BR-3 viability, CellTiter-Glo ATP luminescence; stronger effect = lower value. viability, % at 10 µM. actives 0.47% (n = 41,000);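 active means viability at or below the median of all test compounds minus 3 SD, in both replicates if run twice, cut at about 45% in these data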;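 further: 100% = median untreated cell wells and 0% = median positive control drug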
Active calls of the source: *. Only part of the results is shown; count on the stated rates, not on these rows.

SMILES	SK-BR-3 tox 24h
O=C(C1CC1)N1CCc2cc(Br)cc(S(=O)(=O)NCc3ccco3)c21	103
C=CCn1c(COc2cccc3cccnc23)nnc1SCC(=O)OC	111
N#Cc1c(NCc2ccccc2)ccnc1NCc1cccnc1	77
CCOC(=O)c1ccc(COC(=O)c2ccc(-c3nnc(-c4ccccc4)o3)cc2)o1	84
O=C(Nc1cnn(Cc2ccc(F)cc2)c1)c1cc2nc(-c3ccco3)cc(C(F)(F)F)n2n1	84
O=C(CSc1nnc(Cc2ccccc2)n1-c1ccc(F)cc1)N1CCOCC1	105
O=C(CCNC(=O)Cn1ccc2ccccc2c1=O)NCCCN1CCN(c2ccc(F)cc2)CC1	91
Fc1ccc(Nc2nc(Oc3ccc4c(c3)OCO4)nc(N3CCOCC3)n2)c(F)c1	111
O=C(c1cc2nc(-c3ccco3)cc(C(F)(F)F)n2n1)N1CCN(c2ccccn2)CC1	76
CC1=C(C(=O)Nc2ccccc2)C(c2cccs2)C(C#N)=C(SCC#N)N1 (centres undefined)	85
O=C(NCCOCCOCCNC(=O)c1cccnc1)c1cccnc1	105
FC(F)(F)c1nnc2sc(-c3ccco3)nn12	88
COc1ccccc1CNC(=O)N[C@@H](Cc1ccccc1)C(=O)O	113
O=C(CCn1c(=O)sc2ccccc21)Nc1ccon1	93
CC1(C)CC(=O)C2=C(C1)N1CCCCC1CC2=O (centres undefined)	106
CS(=O)(=O)N(CC(=O)Nc1ccc2c(c1)OCO2)c1ccc(Cl)cc1	74
Cc1sc2ncnc(N3CCN(c4ncccn4)CC3)c2c1C	84
CN(C)c1ccc(NC(=O)CCCc2ccccc2)cc1	93
Cc1ccc2nsnc2c1S(=O)(=O)N(Cc1ccco1)Cc1cc2cccc(C)c2[nH]c1=O	93
O=C1c2ccccc2C(=O)N1CCN1CCCCC1	82
Cc1ccc(NC(=O)c2cccc(Cl)c2)nc1	95
CC(=O)CCC(=O)NCCc1ccccc1F	81
Cc1ccc(C)c(NS(=O)(=O)c2c(C)nn(C)c2C)c1	64
O=C(NCC(O)c1ccccc1)c1cccc(S(=O)(=O)N2CCOCC2)c1 (centres undefined)	87
CN1CCN(Cc2c(O)ccc3occ(C(=O)c4ccccc4)c23)CC1	99
Cc1ccc2nc(NC3=NCN(Cc4ccc5c(c4)OCO5)CN3)nc(C)c2c1	79
Nn1c(COc2ccccc2)nnc1SC(F)F	92
COc1ccc(C2C(C(=O)c3ccco3)=C(O)C(=O)N2Cc2cccnc2)cc1OC (centres undefined)	81
Cn1cc(C(=O)N2CCN(C(=O)c3ccco3)CC2)c2c3ccccc3n(C)c2c1=O	104
CCc1nc(OCc2ccco2)c2sc3nc4c(cc3c2n1)COC(C)(C)C4	98
Cc1ccc(S(=O)(=O)N2CCCSCC2)cc1	106
Cc1cccn2c(=O)c(/C=C(\C#N)S(=O)(=O)c3ccccc3)c(N3CCN(C)CC3)nc12	80
COC(=O)CSc1nnc(-c2ccc(S(=O)(=O)NCc3cccs3)cc2)o1	86
COc1ccc(C)cc1NC(=O)C1CCCCC1C(=O)O (centres undefined)	108
COc1cc(-c2c(C#N)c(=O)[nH]c3c2c(C)nn3-c2ccccc2)ccc1O	108
C=CCN(c1ccc(C(=O)N2CCN(c3ccc(F)cc3)CC2)cc1)S(C)(=O)=O	96
COc1ccc(Cn2nnnc2CN2CCc3ccccc32)cc1	79
COc1ccc(-n2ccc(=O)c3c2CCCC3=O)cc1	86
COC(=O)CSc1nc2ccc(NC(C)=O)cc2s1	95
CCC(=O)Nc1ccc(N2CCN(C(=O)c3ccccc3C)CC2)cc1	99
Cc1cc(NC(=O)C23CCC(C)(c4nc5cc(Cl)c(Cl)cc5nc42)C3(C)C)no1 (centres undefined)	90
CN1C(C)(C)CC(NC(=O)CCC(=O)NC2CC(C)(C)N(C)C(C)(C)C2)CC1(C)C	86
COC(=O)c1ccccc1NC(=O)CNC(=O)c1ccco1	94
COCCNC(=O)c1cc2c(-c3ccccc3F)nn(C)c2s1	89
COc1ccccc1C(=O)n1nc(-c2ccc(Cl)cc2)nc1N	82
O=C(NCc1ccccn1)C1CCN(S(=O)(=O)c2cccs2)CC1	82
Cc1ccc(C2CC(=O)N3CN(Cc4ccco4)CSC3=C2C#N)cc1 (centres undefined)	83
CCCC(=O)Nc1ccc(NC(=O)c2ccccc2Cl)nc1	107
COc1ccc(C2/C(=C(\O)c3ccc4c(c3)OCCO4)C(=O)C(=O)N2CCCN(C)C)c(OC)c1 (centres undefined)	105
Cn1nc(C(=O)N2CCN(S(=O)(=O)c3ccccc3)CC2)c2ccccc2c1=O	89

(more compounds)
SMILES	SK-BR-3 tox 24h
Cc1nc(N2CCN(Cc3ccccc3)CC2)[nH]c(=O)c1C	81
COc1ccc(NC(=O)c2cc(OC)c(OC)c(OC)c2)cn1	90
COc1ccc(C(=O)N(CN2CCCC2=O)c2ccccc2OC)cc1OC	94
C=CCOc1ccc(/C(O)=C2/C(=O)C(=O)N(CCN3CCOCC3)C2c2ccc(C)cc2)cc1 (centres undefined)	96
Cn1c(SCc2nc3ccccc3s2)nnc1-c1cccs1	103
CCC1(C)CC(c2csc(N)n2)CCO1 (centres undefined)	88
COc1ccc(-c2cc(C(=O)N3CC4(C)CC3CC(C)(C)C4)no2)cc1OC (centres undefined)	90
CCc1ccc(C(=O)NCc2cccs2)s1	66
CCNC(=O)NCCc1c[nH]c2ccc(Cl)cc12	100
CCc1nnc(NC(=O)CSc2nnc(-c3ccoc3C)n2-c2ccc(C)cc2)s1	107
CN(Cc1ccccc1)c1nc2c(c(=O)[nH]c(=O)n2C)n1CCCSc1ncccn1	107
CC(=C1C(=O)c2ccccc2C1=O)N1CCc2ccccc2C1	100
CS(=O)(=O)c1nc(-c2ccccc2)cc(C(F)(F)F)n1	28*
CCOC(=O)c1ccc(CNC(=O)c2cc(C(C)(C)C)oc2C)o1	104
COCC(=O)Nc1nnc(COc2ccccc2)s1	97
O=C(CN1C2=NCCN2c2ccccc21)c1ccco1	90
CCN(CC)c1ccc(NC(=O)Nc2ccc(C(C)=O)cc2)cc1	90
C=CCOC(=O)C(C#N)c1nc2ccccc2nc1N1CCN(c2ccccc2OCC)CC1 (centres undefined)	95
COc1ccc(C2C3=C(Nc4ncnn42)c2ccccc2CCC3)cc1 (centres undefined)	69
CCC(=O)Nc1cc(-c2nn(C)c(=O)c3ccccc23)ccc1N1CCCCC1	85
Cc1ccn2cc(-c3ccc(S(=O)(=O)N4CCOCC4)cc3)nc2c1	101
CN1CCN(C(c2cccc(C(F)(F)F)c2)c2nnnn2Cc2ccccc2)CC1 (centres undefined)	81
CCOC(=O)C1=C(C)NC(C)=C(C(=O)OCC)C1c1cc2ccc(C)cc2[nH]c1=O	82
COc1cccc(C2C(C#N)=C(N)OC(C(C)(C)C)=C2C#N)c1 (centres undefined)	107
CC1CN(C2CCN(C(=O)COc3ccccc3)CC2)CC(C)O1 (centres undefined)	111
Cc1ccc(S(=O)(=O)c2c(N)n(C)c3nc4ccccc4nc23)cc1	97
CC1CCc2nc(NC(=O)C3CCCO3)sc2C1 (centres undefined)	92
CCCCCn1c(CN2CCN(Cc3ccccc3)CC2)nc2c1c(=O)n(C)c(=O)n2C	80
CSc1ccccc1C(=O)N1CCOCC1	102
COc1ccc(S(=O)(=O)N2CCC(C(=O)N3CCOCC3)CC2)cc1	78
CCN(CC)CCNc1nc2c(c(=O)[nH]c(=O)n2C)n1CCOc1ccccc1	98
CC(Sc1ccccc1)C(=O)Nc1ccc(S(=O)(=O)N2CCOCC2)cc1 (centres undefined)	79
COc1ccccc1N1CCN(C(c2ccc(Cl)cc2)c2nnnn2C(C)(C)C)CC1 (centres undefined)	98
Oc1ccc(C=NCC2COc3ccccc3O2)cc1 (centres undefined)	82
COc1cc(C2C3C(=O)N(Cc4ccccc4)C(=O)C3ON2c2ccccc2)cc(OC)c1OC (centres undefined)	69
O=C(O)c1cc2c([nH]c1=O)CCCC2	140
O=C(CSc1nnc(CN2CCOCC2)n1-c1ccccc1)Nc1ccc(Cl)cc1	86
CC(O)CCc1nc2ccc(C(=O)O)cc2[nH]1 (centres undefined)	96
Cc1cccc2cc(CN(Cc3cccs3)C(c3nnnn3C3CCCC3)C(C)C)c(=O)[nH]c12 (centres undefined)	73
CCOC(=O)C(NCc1ccc2c(c1)OCO2)(NC(=O)CC)C(F)(F)F (centres undefined)	91
CCCCSc1c(C)c2cc3c(cc2[nH]c1=O)OCO3	100
Cc1nc2ccccc2c(=O)n1NC(=O)c1ccc(F)cc1Cl	80
CC1CCCN(C(=O)Cn2c(-c3nonc3N)nc3ccccc32)C1 (centres undefined)	94
Cc1c([C@H]2[C@@H](CC#N)C2(C)C)c2ccccc2n1C	85
Cc1nn(Cc2ccc(F)cc2)c(C)c1NC(=O)c1noc2c1CCCCC2	96
CC(=O)NC1=NC(=O)/C(=C/N2CCCCC2)S1	86
Cc1cc(C)c(C)c(S(=O)(=O)Nc2ccccc2C(=O)NCCCn2ccnc2)c1C	67
CN(Cc1ccccc1)Cc1c[nH]c2ccccc12	96
COc1ccccc1NC(=O)c1ccc(C)s1	95
CC(=O)c1ccc(N2C(=NC(=O)C(C)C)SC3CS(=O)(=O)CC32)cc1 (centres undefined)	104

New compounds follow.
SMILES	SK-BR-3 tox 24h
COc1ccc(OC)c(/C=N/c2oc(-c3ccco3)c(-c3ccco3)c2C#N)c1	88
O=C(Nc1ccc(F)cc1)C1CCN(c2nnnn2-c2ccccc2)CC1	89
COc1ccc(C(=O)OCCN2C(=O)c3ccccc3C2=O)cc1	95
C=CCN(C(=O)Nc1ccc(F)cc1)C1CC(=O)N(c2ccc(OC)cc2)C1=O (centres undefined)	76
COc1cc(-c2noc(CCCC(=O)NCc3ccco3)n2)cc(OC)c1OC	84
CC(C)(C)NC(=O)CSc1n[nH]c(=O)n1-c1ccccc1	90
COc1ccc2c(c1)sc1nc(-c3ccccc3)cn12	96
CC(C)[C@H](NC(=O)Nc1cccc(C(F)(F)F)c1)C(=O)O	86
Cc1ccc2nc(Nc3nc(C)cc(C(F)(F)F)n3)nc(C)c2c1	81
Cc1ccc(C)c(S(=O)(=O)Nc2ccc3scnc3c2)c1	107
CSc1nsc(SCC(=O)N2CCc3ccccc32)n1	92
COc1nc2c(C)cccc2cc1-c1noc(-c2ccco2)n1	100
O=C(CN1CCCC1)NCC12CC3CC(CC(C3)C1)C2	104
CC(=O)Nc1ccc(-c2cn3ccsc3n2)cc1	94
O=C(c1ccccc1)c1nnc(-c2ccccc2F)o1	81
Cc1noc(C)c1S(=O)(=O)Nc1ccc(C(=O)N2CCc3ccccc3C2)cc1	84
c1ccc(OCc2nnc3sc(-c4cccs4)nn23)cc1	96
COc1ccc(C(OC(=O)c2c(C)noc2C)C(=O)NC2CCCC2)cc1 (centres undefined)	100
Cc1cc(C)nc(NC(=O)CSc2nnnn2-c2ccccc2)n1	91
Cc1ccc(N(Cc2cc3ccccc3[nH]c2=O)C(=O)c2ccco2)c(C)c1	88
COCCn1c(SCC(=O)c2ccc3c(c2)OCCO3)nnc1-c1ccco1	89
CCn1nnc(NC(=O)c2ccc(C(C)(C)C)cc2)n1	84
O=C(O)C1C2C=CC(O2)C1C(=O)NCCCn1ccnc1 (centres undefined)	74
Cc1ccc(C)c(C(=O)n2cnnc2N)c1	100
COc1ccc(OC)c(NC(=O)Nc2cccc(Cn3cccn3)c2)c1	102
C/C(Cl)=C\Cn1c(=O)c2c(nc3n2CCS3)n(C)c1=O	95
O=C(CN1C(=O)c2cccc3cccc1c23)Nc1ccc(S(=O)(=O)N2CCOCC2)cc1	92
NC(=O)NC(=O)Nc1ccccc1Cl	105
N#Cc1nc(-c2cccs2)oc1NCC1CCCO1 (centres undefined)	84
Cn1ncc(Cl)c1C(=O)N1CCc2ccccc21	95
O=C(O)C1CC=CCC1C(=O)NCCc1ccccc1 (centres undefined)	90
CCOC(=O)CSc1nnc(-c2ccco2)n1C	113
CN(C)c1ccc(C2C3=C(CCCC3=O)OC3=C2C(=O)CCC3)cc1	92

Screening results (PubChem BioAssay)
